# Screening results as filed in PubChem.
# OXTR ag – agonists of human oxytocin receptor; CHO-OTR cells, Fluo-8 calcium fluorescence; normalized: DMSO 0%, oxytocin 100%; AID 2435; activation, % at 3 µM; hit rate 0.32% among 320,000; P30559;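 active = activation above the mean of all tested compounds plus 3 SD, cutoff set per screening run, cut at about 20% in these data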;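 note: peak over basal fluorescence ratio from a 100 s FLIPR kinetic read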
# Target sequence (P30559 whole entry, looked up): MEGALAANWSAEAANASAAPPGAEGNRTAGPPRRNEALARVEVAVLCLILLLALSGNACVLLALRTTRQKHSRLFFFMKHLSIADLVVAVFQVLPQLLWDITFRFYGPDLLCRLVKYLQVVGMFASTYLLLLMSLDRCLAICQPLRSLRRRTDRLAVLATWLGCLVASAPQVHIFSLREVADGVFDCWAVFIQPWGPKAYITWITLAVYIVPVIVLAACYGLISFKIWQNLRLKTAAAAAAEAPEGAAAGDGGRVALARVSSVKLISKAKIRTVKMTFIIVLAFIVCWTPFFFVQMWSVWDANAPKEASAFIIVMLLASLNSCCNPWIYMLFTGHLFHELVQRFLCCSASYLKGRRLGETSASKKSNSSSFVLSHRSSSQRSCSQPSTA
# The depositor's hits bear a star.
SMILES,OXTR ag
O=S(=O)(NCC1(N2CCOCC2)CCCCC1)c1ccccc1Cl,-1.7
O=C(Nc1ccncc1)c1cccc(S(=O)(=O)N2CCc3ccccc32)c1,15
CCOC(=O)C1CCCN(C(=O)CSc2nnc3nc(C)cc(C)n23)C1 (stereo not given),0.8
O=C(CN1C(=O)NC2(CCCCC2)C1=O)Nc1ccc(Cl)c(S(=O)(=O)N2CCOCC2)c1,0.9
COc1cc(NC(=O)Cn2cnc3c(OCc4ccccc4)ncnc32)cc(OC)c1OC,-0.1
O=C(CCCOc1ccccc1)NN1C(=O)NC2(CCCCC2)C1=O,-0.1
Cc1ccc(S(=O)(=O)N2CCn3cccc3C2C)cc1 (stereo not given),-1.2
Cc1ccc2nc(NC(=S)NC(=O)c3ccc(OC(C)C)cc3)sc2c1,0.8
O=S(=O)(Nc1cccc(S(=O)(=O)N2CCCC2)c1)c1ccc(Cl)s1,1.2
CC(C)(C)OC(=O)C[C@@H]1C/C=C\C[C@H](CC(=O)N(CCO)Cc2ccccc2)C(=O)NC[C@@H](c2ccccc2)OC1=O,-1.9
CN(C)c1ccc(/C=C2\Oc3ccc(C#Cc4cccc(N)c4)cc3C2=O)cc1,41*
COc1ccc(NC(=O)CN(C)C(=O)c2ccc(COc3ccccc3)o2)cc1,1.9
CSc1nc(N)nc2c1ncn2CC(=O)NCC1CCCO1 (stereo not given),1.0
O=C(NNC(=O)C1CCCC1)c1cc([N+](=O)[O-])cc([N+](=O)[O-])c1,-0.5
Cc1cc(C)c(S(=O)(=O)N2CCCCC2CCNC(=O)C(=O)NCc2ccco2)c(C)c1 (stereo not given),-3.0
CN(C)C(=O)c1cccc(-c2csc(N3CCC(C(N)=O)CC3)n2)c1,0.0
CCc1nnc(NC(=O)c2oc3ccc(Br)cc3c2C)s1,-1.0
CCN(CC(=O)NCc1cccs1)C(=O)c1ccc(S(=O)(=O)Nc2ccccc2C)cc1,0.0
CC1CCC2(CC1)NC(=O)N(CC(=O)Nc1ccc(F)cc1)C2=O (stereo not given),-1.0
O=C(NCCc1ccc(F)cc1)C(=O)NCC1CCCN1S(=O)(=O)c1ccccc1 (stereo not given),-1.8
CCN1C(=O)[C@H]2[C@@H](c3ccc(C)cc3)N3C(=O)N(c4cccc(Br)c4)C(=O)[C@@]3(CC)[C@H]2C1=O,-0.2
Cc1ccc(Cc2nnc(SCC(=O)Nc3ccccc3Cl)[nH]c2=O)cc1,-1.0
Cc1ccc(S(=O)(=O)N(C)C)cc1NC(=O)C1CCCCN1S(=O)(=O)c1ccccc1 (stereo not given),-0.8
O=C(COc1ccccc1)Nc1ccccc1C(=O)NC1CC1,-0.7

# Part of the list above, set out differently:
compound	OXTR ag
O=C(CCCOc1ccccc1)NN1C(=O)NC2(CCCCC2)C1=O	-0.1
Cc1ccc(S(=O)(=O)N2CCn3cccc3C2C)cc1 (stereo not given)	-1.2
Cc1ccc2nc(NC(=S)NC(=O)c3ccc(OC(C)C)cc3)sc2c1	0.8
O=S(=O)(Nc1cccc(S(=O)(=O)N2CCCC2)c1)c1ccc(Cl)s1	1.2
CC(C)(C)OC(=O)C[C@@H]1C/C=C\C[C@H](CC(=O)N(CCO)Cc2ccccc2)C(=O)NC[C@@H](c2ccccc2)OC1=O	-1.9
CN(C)c1ccc(/C=C2\Oc3ccc(C#Cc4cccc(N)c4)cc3C2=O)cc1	41*
COc1ccc(NC(=O)CN(C)C(=O)c2ccc(COc3ccccc3)o2)cc1	1.9
CSc1nc(N)nc2c1ncn2CC(=O)NCC1CCCO1 (stereo not given)	1.0
O=C(NNC(=O)C1CCCC1)c1cc([N+](=O)[O-])cc([N+](=O)[O-])c1	-0.5
Cc1cc(C)c(S(=O)(=O)N2CCCCC2CCNC(=O)C(=O)NCc2ccco2)c(C)c1 (stereo not given)	-3.0
CN(C)C(=O)c1cccc(-c2csc(N3CCC(C(N)=O)CC3)n2)c1	0.0
CCc1nnc(NC(=O)c2oc3ccc(Br)cc3c2C)s1	-1.0
CCN(CC(=O)NCc1cccs1)C(=O)c1ccc(S(=O)(=O)Nc2ccccc2C)cc1	0.0
CC1CCC2(CC1)NC(=O)N(CC(=O)Nc1ccc(F)cc1)C2=O (stereo not given)	-1.0
O=C(NCCc1ccc(F)cc1)C(=O)NCC1CCCN1S(=O)(=O)c1ccccc1 (stereo not given)	-1.8
CCN1C(=O)[C@H]2[C@@H](c3ccc(C)cc3)N3C(=O)N(c4cccc(Br)c4)C(=O)[C@@]3(CC)[C@H]2C1=O	-0.2

# Continuation:
SMILES,OXTR ag
COc1ccc(C2Nc3ccccc3C(=O)N2Cc2ccccc2)cc1OC (stereo not given),-1.7
O=C(COC(=O)Cc1ccccc1F)NCc1ccc(Cl)cc1,-0.3
Cc1ccc(C(=O)NCC(=O)OC(C)C(=O)NC2CCCCC2C)cc1C (stereo not given),0.3
CCOc1ccc(NC(=O)CSc2nccn(-c3ccc4c(c3)OCCO4)c2=O)cc1,-1.5
CC(=O)C[C@@H](O)CC(=O)[C@@H]1OC(=O)CCCCCCCCc2ccccc21,0.1
CC(OC(=O)/C=C/c1ccc2ccccc2n1)C(=O)N(C)c1ccccc1 (stereo not given),0.2
COc1ccc([C@H](OC)[C@@]2(Cc3ccc(O)cc3)N=C(N)N(C)C2=O)cc1,0.9
O=C(COC(=O)C12CC3CC(CC(Br)(C3)C1)C2)NNC(=O)c1ccccc1,3.6
Brc1ccc(-c2nnc(-c3cccnc3)o2)cc1,-1.8
Cc1ccc(NS(=O)(=O)c2cc(C(=O)N(C)C3CCN(C)CC3)ccc2Cl)cc1Cl,1.5
CN(Cc1ccccc1)C(=O)COC(=O)c1cc(S(=O)(=O)N(C)C)ccc1N1CCCC1,-1.3
CC1CCCC(NC(=O)COC(=O)c2ccc([N+](=O)[O-])s2)C1C (stereo not given),-0.7
Cc1ccccc1C(=O)NC(CC(C)C)C(=O)NCC(C)(C)N1CCOCC1 (stereo not given),1.3
N#Cc1ccccc1COC(=O)c1cccc(S(=O)(=O)N2CCCC2)c1,1.4
O=C(CSc1ncccn1)Nc1cccc(S(=O)(=O)N2CCOCC2)c1,1.5
COc1cc(NC(=O)COC(=O)c2ccc([N+](=O)[O-])s2)cc(OC)c1OC,5.3
CCC1(C)NC(=O)N(CC(=O)Nc2cc(C)on2)C1=O (stereo not given),0.7
CC(C)(C)OC(=O)NCc1ccc(CNC(=O)c2ncn(Cc3ccccc3)c2C(=O)NCc2ccc(CNC(=O)OC(C)(C)C)cc2)cc1,0.9
O=C(COC(=O)CCNS(=O)(=O)c1cccs1)Nc1ccccc1,1.6
C=CC[C@@H](CC(=O)N[C@@H](CO)Cc1ccccc1)C(=O)N[C@H](COC(=O)[C@@H](CC=C)CC(=O)OC(C)(C)C)Cc1ccccc1,1.2
COC(=O)c1ccc(NC(=O)COc2ccc(N(C)S(=O)(=O)c3ccc(C)cc3)cc2)cc1,8.0
CC(=O)c1ccc(NC(=O)C(C)OC(=O)/C=C/c2ccco2)cc1 (stereo not given),1.6
CCOC(=O)OC(C)OC(=O)[C@@H]1N2C(=O)[C@@H](NC(=O)[C@H](N)c3ccccc3)[C@H]2SC1(C)C (stereo not given in full),-0.9
Cc1cccn2c(=O)c3cc(C#N)c(=NC(=O)c4ccccc4)n(Cc4ccco4)c3nc12,1.4
O=C(COC(=O)c1cccc(S(=O)(=O)N2CCOCC2)c1)Nc1ccc(Cl)cn1,0.9
COc1ccc(-c2cc(C(=O)Nc3ccccc3O)c3ccccc3n2)cc1,0.9
Cc1cc(C(=O)NNC(=O)C(CCC(N)=O)NS(=O)(=O)c2ccc(Cl)cc2)c(C)o1 (stereo not given),0.6
CCN(CC)S(=O)(=O)c1ccc(S(=O)(=O)Nc2c(C)nn(C)c2C)cc1,1.8
CCCCNC(=S)Nc1cccc(S(=O)(=O)NC2=NCCC2)c1,-0.2
Cc1cccc(NC(=O)CNC(=O)CN2C(=O)NC3(CCCc4ccccc43)C2=O)c1C (stereo not given),-1.1
O=C(NCC(c1ccco1)N1CCc2ccccc21)c1cccc(F)c1 (stereo not given),-1.4
O=C(CCC(=O)c1cccs1)NNC(=O)c1cc(Cl)ccc1Cl,0.6
COc1cc(CCCN[C@H](CN)Cc2ccccc2)cc(OC)c1OC,1.2
COc1ccc(-c2c(C#Cc3ccsc3)c3cc(-c4ccc(CN5CCOCC5)cc4)ccc3n2C)cc1,0.3
CCOC(=O)c1ccc(S(=O)(=O)NCCNCc2ccccc2)cc1,3.1
O=C1CCc2cc(S(=O)(=O)Nc3ccccc3F)cc3c2N1CCC3,-1.1
C#CCCC/C(=C\C(=O)N(C)[C@H](C(=O)N(C)[C@H](C(=O)N(C)[C@H](C(=O)N(C)[C@H](C(N)=O)C(C)C)C(C)C)C(C)C)C(C)C)OC,-1.9
CN(C(=O)c1ccc(S(=O)(=O)N2CCCC2)cc1)C1CCS(=O)(=O)C1 (stereo not given),0.8
COc1ccccc1NC(=O)C(C)OC(=O)CSCC(=O)Nc1cc(C)on1 (stereo not given),0.3
O=C(NC1CCCCC1)c1cc(S(=O)(=O)N2CCCCC2)ccc1N1CCOCC1,-1.4
O=C(NCC1CCCN1S(=O)(=O)c1cccs1)c1cccc(Cl)c1 (stereo not given),0.8
Cn1cc(C(=O)NCC(=O)Nc2ccccc2Br)cn1,0.9
C#CCOCCOCCOCCNc1nc(N2CCN(C(=O)[C@H](CCC(=O)O)n3cc([C@@H](N)CC(N)=O)nn3)CC2)nc(N2CCN(C(=O)[C@H](CCC(=O)O)n3cc([C@@H](N)CC(N)=O)nn3)CC2)n1,2.0
C[C@@H]1CN([C@@H](C)CO)C(=O)c2cccc(NS(C)(=O)=O)c2O[C@H]1CN(C)C(=O)Nc1ccc(F)cc1,0.7
COc1ccc(NC(=O)CSc2nnc(Cc3ccc(C)cc3)c(=O)n2N)cc1,-3.0
CC(C)[C@H](NC(=O)c1ccccc1)C(=O)OCC(=O)Nc1ccc(S(=O)(=O)N2CCOCC2)cc1,1.0
O=C1C=C(c2ccc3ccccc3c2)C[C@@H](c2ccc(F)cc2)C1,-0.5
O=C(NC1CCS(=O)(=O)C1)c1ccc2c(c1)OCO2 (stereo not given),-0.1
O=C(c1ccc(S(=O)(=O)N2CCCC2)cc1)N1CCCCC1,1.0
O=C(CS(=O)(=O)c1ccccc1)N1CCN(c2ccccc2)CC1,-0.2
Cc1noc(C)c1COc1ccc(C(=O)N(C)CCOc2ccccc2)cc1,2.8
O=C(COC(=O)/C=C/c1ccc(OC(F)F)cc1)NC1CCCCCC1,0.5
CCN(C(=O)COC(=O)CN1C(=O)c2ccccc2C1=O)c1ccccc1,0.7
COc1cc(/C=C/C(=O)Nc2cccc(S(=O)(=O)NC3=NCCCCC3)c2)ccc1OCC#N,-0.7
O=C(CN1CCN(C(=O)C2CCC2)CC1)Nc1ccc(F)cc1,0.4
CCCC(C(=O)Nc1ccc(C)c(S(=O)(=O)N2CCOCC2)c1)c1ccccc1 (stereo not given),-1.4
Cc1cc(C(c2cc(C)c(N)c(C)c2)c2ccco2)cc(C)c1N,14
COc1cc(/C=C/C(=O)c2ccc3c(c2)OCO3)cc(OC)c1OC,-1.4
C#CCOCCOCCOCCNc1nc(N2CCN(C(=O)[C@H](CCCCN)n3cc([C@@H](N)CO)nn3)CC2)nc(N2CCN(C(=O)[C@H](CCCCN)n3cc([C@@H](N)CC(C)C)nn3)CC2)n1,0.3
COc1ccccc1CNC(=O)C1CSC2(C)CCC(=O)N12 (stereo not given),-0.8

# Continued:
SMILES,OXTR ag
CCN(CC)S(=O)(=O)c1ccc2[nH]c(=O)cc(C(=O)N(C)C3CCS(=O)(=O)C3)c2c1 (stereo not given),0.6
CCOCCn1[nH]c2ccccc2c1=O,-0.3
CC(OC(=O)C1CCC1)C(=O)Nc1cc(Cl)cc(Cl)c1 (stereo not given),-2.0
O=C(COC(=O)/C=C/c1cccc(F)c1)Nc1ccc2[nH]c(=O)[nH]c2c1,0.4
CCOC(=O)c1[nH]c(C)c(C(=O)OCC(=O)NCc2ccc(Cl)cc2)c1C,-0.6
Cc1ccc(C2(C)NC(=O)N(CC(=O)Nc3ccc(Cl)c(S(=O)(=O)N4CCCCC4)c3)C2=O)cc1 (stereo not given),-0.4
O=C(NC1CCC(O)CC1)C1CCN(S(=O)(=O)c2c(Cl)cccc2Cl)CC1 (stereo not given),-0.1
Cc1cc(F)ccc1S(=O)(=O)Nc1ccc(C(=O)N2CCCCC2)cc1,3.4
CCOc1ccc(S(=O)(=O)N2CCC(C(=O)NCc3ccccc3CN3CCCC3)CC2)cc1,-0.8
CCN(CC(=O)Nc1c(F)cccc1F)C(=O)c1cc(S(=O)(=O)N(C)C)ccc1N1CCCC1,-0.5
COc1ccccc1CNC(=O)CSc1nc2c(oc3ccccc32)c(=O)n1CC1CCCO1 (stereo not given),-1.6
COc1ccc(-c2csc3ncnc(N4CCN(S(=O)(=O)c5ccc(Cl)s5)CC4)c23)cc1,-1.6
Cc1ccc(S(=O)(=O)NCCC(=O)N2CCOCC2)cc1C,0.0
CCCCCCc1cc2cc(/C(N)=N/NC(=O)c3ccncc3)c(=O)oc2cc1O,9.5
CC(OC(=O)c1ccc(Cl)nc1)C(=O)N1CCc2ccccc21 (stereo not given),-1.5
CCOc1ccc(CN(C)C(=O)CCNC(=O)c2ccco2)cc1,-0.3
CCN(C1CCCCC1)S(=O)(=O)c1cc2c3c(c1)CCN3C(=O)CC2,-0.5
CC(=O)Nc1ccc(S(=O)(=O)NCCC(=O)NCCCc2ccccc2)cc1,-0.1
Cc1cc(C)nc(NNS(=O)(=O)c2ccc(Cl)cc2)n1,1.2
CCOCCCn1c(SCC(=O)Nc2oc(C)c3c(C)n[nH]c(=O)c23)nnc1-c1ccncc1,0.3
O=C(NCCc1ccc(C(F)(F)F)cc1)C1CC(=O)N(c2ccc3c(c2)OCCO3)C1 (stereo not given),1.3
NC(=O)C1CCN(C(=O)C(Cc2ccccc2)NC(=O)c2ccccc2)CC1 (stereo not given),1.1
COC(=O)[C@]1(C)N[C@H](CN(C)C(=O)Nc2ccc(OC)cc2)[C@@H]2C(=O)N(C)C(=O)[C@@H]21,0.4
O=C(OCC(=O)N1CCOCC1)c1cnc(Cl)c(Cl)c1,0.7
COc1ccc(C(CNC(=O)C2CC(=O)N(Cc3ccccc3)C2)N2CCOCC2)cc1 (stereo not given),0.2
Cc1ccc(S(=O)(=O)N2CCCCC2)cc1NC(=O)Cc1cccs1,3.6

# A portion of the library; count on the stated rates, not on these rows.
